Insulin prom up – MIN6 insulin promoter up-regulation; 190,000 compounds, 0.3% hits; z-score at 5 µM; MIN6 insulin promoter-GFP reporter, high-content imaging; hits give high values;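 active = z-score above 3 at 5 µM with at least 500 cells counted in the well; inconclusive = wells under 500 cells, flagged as cytotoxic or low count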
WT yeast gro inh – growth inhibition of WT yeast, mitochondrial fusion screen. 190,000 compounds, 2.1% hits. AID 1362. mitochondrial fusion phenotypic screen, WT strain. inhibition, % at 10 µM; in the data active = inhibition above about 58%; tested in S. cerevisiae
HIV peptide binding – cell-free HIV fusion peptide-binding blockers – biochemical, uHTS, fluorescence dequenching, primary screen (AID 1986) | cell-free peptide binding, fluorescence dequenching, 30 min; higher % means a stronger effect | inhibition, % at 20 µM, or IC50 in µM where a hit was titrated | 290,000 compounds, 0.3% hits; in the data active = inhibition mostly above about 52%, no sharp cut-off; inactive = mostly below about 76%; also: some results filed as inactive read as strong as hits
Autophagy mod – modulators of autophagy; MEF GFP-LC3 puncta imaging; test concentration mostly 10 µM; calls only at 10 µM (by protocol); 190,000 compounds, 0.98% hits; AID 463193;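 active = percentage of spot-positive cells more than 3 SD above its plate mean, without a fluorescence outlier flag or 80% toxicity; inconclusive = no clear call, values can overlap the other calls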;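 also: spot-positive cell cutoff set from DMSO-treated cells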
Dynein transport – blocks dynein driven cargo transport along microtubules; 3617.4 mouse cells, GR-EGFP nuclear translocation imaging; test concentration mostly 20 µM; stimulated with dexamethasone, 1 µM; hits give low values; z-score, hits read low; 220,000 compounds, 0.47% hits; AID 1381;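 active = plate z-score of nuclear minus cytoplasmic receptor signal below a set negative limit, without overly bright fluorescence or cell loss, cut at about -3.5 in these data, passing the limit was not always enough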;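 also: z-score of nuclear minus cytoplasmic ring GR-EGFP intensity difference per well; some compounds called inactive have numbers as strong as hits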
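Buffer or medium: tetracycline-free induction medium containing charcoal-stripped FBS / Reagent: dexamethasone agonist, 1.0 µM final, for 30 min / Technique: automated 10x imaging of fixed Hoechst-stained cells / Times: induction 48 h, compound 1 h, agonist 30 min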
AID2073 – disruptors of CaV2.2 binding to Mint1 – biochemical, HTRF (AID 2073); HTRF protein-protein interaction, Mint1-CaV2.2; higher % means a stronger effect; 290,000 compounds, 0.19% hits; inhibition, % at 20 µM, or IC50 in µM where a hit was titrated; in the data active = inhibition mostly above about 51%, no sharp cut-off; inconclusive = no clear call, values can overlap the other calls; inactive = mostly below about 53%; also: some results filed as inactive read as strong as hits
Yfh1-off respiration – mitochondrial function rescue without frataxin homolog – Friedreich's ataxia, plus single-dose screen, dose response (AID 1465); fold induction at 50 µM; hits with a dose series show EC50 in µM; 220,000 compounds, 0.074% hits; S. cerevisiae Yfh1-off respiration, WST-1 reduction, 72 h; higher fold induction means a stronger effect;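 active = fold induction of absorbance versus untreated yeast above a set limit, then at least 30% activation at any dose in follow-up; inconclusive = repeats straddling the limit, or above it without dose testing; inactive = fold induction below the set limit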;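 also: activators that raise dye reduction in frataxin-depleted yeast; strong numbers were not always called active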
MT stabilize HCS – microtubule stabilizers in HeLa cells; HeLa tubulin immunostaining HCS, 24 h; share of cells brighter than vehicle mean+2SD; % tubulin-high responders, % at 10 µM; 200,000 compounds, 0.83% hits;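 active = plate Z-score above 3 for both tubulin-high and condensed-nucleus cell shares, with cell loss under 80%, at 10 µM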;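 also: anti alpha tubulin signal scored within the nucleus-defined area of each cell; some results filed as inactive read as strong as hits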
b-catenin transl – modulators of beta-catenin nuclear translocation. HeLa beta-catenin nuclear translocation, immunofluorescence imaging. nuclear translocation activity, % at 5 µM. 190,000 compounds, 0.3% hits;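 active = nuclear translocation activity above 50% at 5 µM, with a well cell count of 50 or more; inconclusive = wells under 50 cells across six images, flagged as toxic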;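 also: per-cell ratio of nuclear to cytoplasmic median beta-catenin stain intensity; plate controls were DMSO negative control for no effect and GSK-3 inhibitor IX positive control for full effect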
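Test system: human HeLa cell line; Doses: 5 µM primary, 0.02–20 µM confirmation; Incubation: 24 h compound exposure, 37°C; Detection: beta-catenin immunofluorescence imaging with DAPI; Read-out: beta-catenin nuclear/cytoplasmic ratio, % activation.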
WT yeast gro inh mutant strain – second read-out of WT yeast gro inh, no call of its own (marks repeat the call); inhibition, %; mitochondrial fusion phenotypic screen, mutant strain inhibition
Dynein transport cytoplasmic EGFP – second read-out of Dynein transport, no call of its own (marks repeat the call); z-score; measured here: cytoplasmic GR-EGFP intensity; hits give high values
Dynein transport nuclear GR-EGFP – further read-out of Dynein transport, marked with its call; z-score; measured here: nuclear GR-EGFP intensity;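 lower value marks the stronger effect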
Dynein transport cell count – also measured in Dynein transport; calls as there; z-score; measured here: cell count per field
Insulin prom up cell count – recorded beside Insulin prom up, whose call it bears; cell count; measured here: cytotoxicity, nuclei count;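 total cells summed across four imaged fields per well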
b-catenin transl cell count 5 µM – second read-out of b-catenin transl, no call of its own (marks repeat the call); cell count; measured here: cell count, cytotoxicity flag
MT stabilize HCS Hoechst-high % – further read-out of MT stabilize HCS, marked with its call; % Hoechst-high responders; measured here: nuclear condensation Hoechst responders;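 share of cells brighter than vehicle mean plus two SD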
MT stabilize HCS cytotoxicity % – further read-out of MT stabilize HCS, marked with its call; toxicity, %; measured here: cytotoxicity by cell density;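 0% = mean cell density of plate MIN control wells and 100% = no cells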
Autophagy mod cell loss 18 h – second read-out of Autophagy mod, no call of its own (marks repeat the call); toxicity, %; measured here: cell loss, nuclei count;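 cell loss after 18 h compound exposure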
The depositor's hits bear a star; i = inactive; ? = inconclusive; nt = no result given.

SMILES	Insulin prom up	Insulin prom up cell count	WT yeast gro inh	WT yeast gro inh mutant strain	HIV peptide binding	Autophagy mod	Autophagy mod cell loss 18 h	Dynein transport	Dynein transport cytoplasmic EGFP	Dynein transport nuclear GR-EGFP	Dynein transport cell count	AID2073	Yfh1-off respiration	MT stabilize HCS	MT stabilize HCS Hoechst-high %	MT stabilize HCS cytotoxicity %	b-catenin transl	b-catenin transl cell count 5 µM
CCN(Cc1nc2ccccc2c(=O)[nH]1)Cc1cc(=O)oc2cc(C)c(C)cc12	nt	nt	nt	nt	nt	i	1	0.71	-0.28	-0.43	0.8	nt	i	4.4	1.8	6.3	nt	nt
COc1cc(C(=O)OCC2CC(c3ccccc3)=NO2)cc(OC)c1OC (stereo not drawn)	-0.22	1620	-10	-9	-0.9%	i	4	0.89	-0.36	0.3	-0.38	-5%	i	4.9	0.8	8.0	-5.2	1095
CCCN(CCC)CCNS(=O)(=O)c1ccc2c(c1)oc(=O)n2C	0.64	990	-20	-10	-0.5%	i	5	-0.1	-0.23	0.45	1.3	1%	i	5.4	2.3	4.2	0.9	1047
COc1ccc(C)cc1NC(=O)CN(c1ccccc1)S(C)(=O)=O	0.82	1228	5	2	-2.8%	i	5	0.071	-0.093	0.067	0.69	3%	i	7.5	2.4	5.2	-3.2	1029
CCn1c(SCC(=O)N2CCC(C(N)=O)(N3CCCCC3)CC2)nnc1-c1ccccc1	2	1298	-1	-6	-2.8%	i	-4	-0.46	-0.27	-0.28	0.078	-9%	i	3.8	2.0	3.7	-2.6	497
CN(C)c1nc(-c2ccccn2)nnc1-c1ccccc1	-2.6	654	61*	58*	1.1%	i	37	-0.16	-0.27	-0.31	0.47	2%	i	2.7	1.8	30	nt	nt
Cc1cc[n+](CC(=O)c2ccccc2)c2ccccc12	nt	nt	-3	2	-1.1%	i	1	-1.3	-0.32	-0.78	1.2	4%	i	3.1	1.6	12	-0.7	1656
Cc1ccc(NC(=O)N[C@@H](CC(C)C)C(=O)O)c(C)c1	-0.07	1058	nt	nt	-0.5%	nt	nt	-0.4	-0.27	-0.26	0.97	2%	i	nt	nt	nt	-1.3	1440
C=C(C)Cn1c(N2CCN(c3ccc(OC)cc3)CC2)nc2c1c(=O)n(C)c(=O)n2C	-0.84	1152	10	21	-0.9%	i	44	-0.34	-0.19	-0.087	0.37	-2%	i	1.3	1.8	8.9	0.5	1035
CC(CN(C)C)CN1c2ccccc2CCc2ccccc21 (stereo not drawn)	0.08	816	nt	nt	0.2%	nt	nt	-0.22	-0.59	0.27	-0.92	13%	i	nt	nt	nt	-2.8	1337
CCOc1cc(/C=N\NC(=O)c2ccc(NC(=O)C(C)(C)C)cc2)ccc1OC(=O)c1ccc(OC)cc1	0.73	910	-8	5	2.0%	i	-29	-0.82	-0.26	-0.65	1	5%	i	3.6	3.3	8.7	-0.8	1060
CC(=O)Nc1cccc(C(=O)/C=C/c2ccc[nH]2)c1	0.66	1291	nt	nt	2.6%	nt	nt	-0.59	-0.24	-0.56	0.5	-26%	i	nt	nt	nt	-0.7	1259
Cc1cc(C)nc(N(C#N)Cc2cccc(Cl)c2)n1	-0.54	1533	0	-7	-0.9%	i	4	-0.77	-0.29	-0.45	0.76	-2%	i	2.4	2.1	8.4	-0.6	1487
COCCNC(=O)c1n[nH]c2ccccc12	0.92	1322	-41	-15	0.5%	i	5	-1.1	-0.19	-0.47	0.26	2%	i	2.9	2.4	6.6	-1.2	1159
Cc1ccc(C(=O)NNC(=O)Cc2cccs2)cc1	0.26	1642	-20	8	0.8%	i	6	0.067	-0.24	-0.1	0.47	7%	i	2.8	2.8	7.5	-1.8	1091
CCOC(=O)c1c(NC(=O)CN2C(=O)c3ccccc3C2=O)sc(Cc2ccc3c(c2)OCO3)c1C	1	1095	3	-14	2.4%	i	2	-0.94	-0.11	0.19	0.52	19%	i	2.9	3.4	2.0	-1.8	574
O=C(CSc1cccs1)Nc1ccc2ccccc2c1	0.51	1404	17	8	-1.5%	i	8	0.0022	-0.22	-0.2	0.87	-5%	i	1.3	1.1	6.5	2.1	1303
O=C(c1cccc(F)c1F)N1CCCC1	0.7	1161	-13	11	-1.9%	i	-11	1.1	-0.27	0.48	0.44	13%	i	3.8	3.1	5.1	2.7	994
O=C(c1ccccc1)N1CCCOC1c1ccccc1 (stereo not drawn)	2	1058	-21	-5	-1.4%	i	-1	0.52	-0.34	0.79	-0.44	20%	i	3.7	2.3	3.2	-3.0	821
COc1cc(C(=O)NC(=S)Nc2ccc3c(c2)C(=O)N(C)C3=O)cc(OC)c1OC	0.3	1222	-5	-35	-2.0%	i	1	1.4	-0.27	0.41	-0.84	13%	i	3.3	4.1	14	nt	nt
CSc1nc(C)c(C(=O)C[n+]2ccc(C)cc2)cc1C#N	-0.07	1364	-1	-5	-0.3%	i	7	-0.98	-0.3	-0.18	0.81	-2%	i	4.8	2.9	3.4	-0.1	1046
Cc1ccc(N=C2NC(=O)/C(=C\c3ccc(C)s3)S2)cc1	nt	nt	0	0	11%	i	1	-1	-0.25	-0.57	1.3	17%	i	6.3*	12*	18*	2.1	1069
O=S(=O)(c1ccccc1)N1N=C(c2ccccc2)CC1c1ccccc1 (stereo not drawn)	-0.57	1439	80*	59*	-1.0%	i	42	0.23	-0.3	0.42	-0.25	5%	i	2.3	1.9	7.9	1.0	953
COc1cc(-c2nc3ccc(N4CCN(C)CC4)cc3[nH]2)cc(OC)c1OC	2.4	1134	-1	11	-4.0%	i	27	0.08	-0.15	0.22	-0.73	?	i	2.3	2.3	3.8	0.3	1056
O=c1oc2ccccc2cc1-c1cn(-c2ccccc2)c(=S)[nH]1	0.24	1104	-11	-2	-1.4%	i	16	-0.19	-0.32	-0.42	0.85	17%	i	12*	37*	39*	5.5	779
COC(=O)C(C)Sc1nnc(Cc2cc(=O)[nH]c(=O)[nH]2)n1-c1ccc(Cl)cc1 (stereo not drawn)	-0.07	793	2	-2	0.2%	i	14	0.067	-0.15	0.093	-0.41	8%	nt	6.0	2.1	6.7	0.6	1158
Cc1ccc2[nH]c3c(c2c1)CCc1cn[nH]c1-3	-0.7	920	17	21	-1.1%	i	2	2.6	-0.22	1.5	-1.9	7%	nt	3.5	3.8	5.5	5.3	757
CCOc1ccc(C(Nc2ccc(C)cc2)P2(=O)OCCCO2)cc1 (stereo not drawn)	nt	nt	2	24	-1.0%	i	0	-0.14	-0.2	-0.1	-0.18	-1%	i	2.7	2.1	6.8	nt	nt
Cc1nn(CCc2n[nH]c(=S)n2-c2ccc(F)cc2)c(C)c1[N+](=O)[O-]	0.65	926	-2	0	1.2%	i	41	-0.11	0.3	0.36	-0.7	-24%	i	1.4	1.5	11	3.6	1214
CC1=NNC(=O)C1CCC(=O)N/N=C/C=C/c1ccccc1 (stereo not drawn)	0.13	1501	-1	12	-1.5%	i	-8	0.69	-0.26	0.63	-0.78	-3%	i	3.5	4.2	8.0	-3.1	1101

The last 2 entries of the section above lead into the next.
SMILES	Insulin prom up	Insulin prom up cell count	WT yeast gro inh	WT yeast gro inh mutant strain	HIV peptide binding	Autophagy mod	Autophagy mod cell loss 18 h	Dynein transport	Dynein transport cytoplasmic EGFP	Dynein transport nuclear GR-EGFP	Dynein transport cell count	AID2073	Yfh1-off respiration	MT stabilize HCS	MT stabilize HCS Hoechst-high %	MT stabilize HCS cytotoxicity %	b-catenin transl	b-catenin transl cell count 5 µM
Cc1nn(CCc2n[nH]c(=S)n2-c2ccc(F)cc2)c(C)c1[N+](=O)[O-]	0.65	926	-2	0	1.2%	i	41	-0.11	0.3	0.36	-0.7	-24%	i	1.4	1.5	11	3.6	1214
CC1=NNC(=O)C1CCC(=O)N/N=C/C=C/c1ccccc1 (stereo not drawn)	0.13	1501	-1	12	-1.5%	i	-8	0.69	-0.26	0.63	-0.78	-3%	i	3.5	4.2	8.0	-3.1	1101
C=CCn1c(SCc2c(C(=O)OC)sc(N)c2C(=O)OC)nnc1-c1ccc(Cl)cc1	nt	nt	7	3	2.9%	i	-8	0.8	1.9	0.59	-0.17	31%	i	1.8	2.2	12	-5.2	1076
COC(=O)c1ccccc1OCCOCCOc1cccc2ccc(C)nc12	0.2	1519	9	12	-2.2%	i	10	1.3	-0.32	1.4	-0.74	4%	i	5.8	1.6	6.3	0.9	885
CCCCNC(=O)Nc1nc2ccc(CC)cc2s1	-0.09	1400	-5	-28	2.1%	i	1	-0.41	-0.22	-0.5	0.55	1%	i	1.6	3.1	3.2	1.2	1061
CN(C)S(=O)(=O)c1ccc2nc(NC(=O)c3cccnc3)sc2c1	-0.23	1346	10	19	4.2%	i	-7	0.53	0.22	0.29	0.4	23%	i	5.7	2.2	7.6	-3.2	1107
Clc1ccc(-c2nnc(-c3ccccc3)nc2N2CCSCC2)cc1	-0.07	700	31	2	-1.3%	i	2	-0.75	0.28	-0.018	-0.12	-8%	i	1.7	2.2	9.9	-6.7	1138
O=C(/C=C/c1ccc([N+](=O)[O-])cc1)OCC(=O)N1c2ccccc2Sc2ccccc21	0.17	1348	0	-26	-1.1%	i	2	0.43	-0.31	-0.13	-0.36	10%	i	4.5	3.0	8.2	-1.0	996
CCCOc1ccc(Cc2nc(N)nc(N)n2)cc1	-2.2	1037	16	-2	-2.0%	i	-6	-0.63	-0.29	-0.19	0.23	-3%	i	5.1	3.3	5.0	-2.6	865
Cc1ccccc1CNC(=O)c1ccc(CSCc2ccccc2)cc1	0.4	1802	38	13	0.1%	i	-5	-0.12	-0.21	-0.54	0.35	12%	i	0.7	2.5	6.7	-0.6	1074
COc1ccc(OCCNC(=O)Nc2cc(F)c(F)cc2Cl)cc1	0.05	1547	4	16	2.5%	i	19	0.61	0.34	0.79	0.13	-8%	i	4.3	1.6	6.0	-5.3	1078

Screens as filed in PubChem BioAssay.
